Bioassay records: PubChem BioAssay, National Center for Advancing Translational Sciences (NCATS)
KB-V1 cytotox: KB-V1 MDR subline cytotoxicity. hit rate 3.4% among 400,000. AID 1347076. Potency, µM (top dose mostly 46.1 µM), for the others: at the highest dose activity change, negative = cytotoxicity, hits mostly cytotoxic. KB-V1 MDR cells viability, CellTiter-Glo, 72 h; also: potency is read from the fitted curve at half-maximal effect; % is scaled to controls: 0 for no effect and ±100 for the full control effect; nearly all actives have a fitted effect of over 60% in size
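In this primary screen, KB-V1 cells overexpressing P-gp are incubated with library compounds (lowest to highest concentration) for 72 h at 37 degrees C before a luminescent ATP viability read.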
KB-3-1 tox: KB-3-1 parental cell cytotoxicity. hit rate 1.4% among 400,000. Potency, µM (series often up to 46.1 µM), for the others: top-dose activity change, negative = cytotoxic, hits mostly cytotoxic. AID 1347075. KB-3-1 viability, CellTiter-Glo ATP luminescence, 72 h; also: potency is read from the fitted curve at half-maximal effect; % is scaled to controls: 0 for no effect and ±100 for the full control effect; nearly all actives have a fitted effect of over 60% in size
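72 h, 37 °C compound treatment of KB-3-1 parental cells; CellTiter-Glo added, 10 min, luminescence read. Data corrected against DMSO-only plates and normalized before curve fitting.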
HT1080NT lethal: kills 2HG-producing HT-1080-NT fibrosarcoma cells. HT-1080-NT fibrosarcoma viability, CellTiter-Glo ATP luminescence, 48 h. Potency, µM (doses to about 46.1 µM), for the others: at the top dose activity, negative = less viability, actives largely listed as cytotoxic. hit rate 1.6% among 360,000;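 also: NT is the 2HG producing partner of a matched IDH1 knockdown line; potency is read from the fitted curve at half-maximal effect; 0% = DMSO-treated cells and -100% = media-only wells without cells; nearly all actives have a fitted effect of over 55% in size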
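Fibrosarcoma NT cells, 750 per well in 5% FBS RPMI, were exposed to compound for 48 hours. Viability: CellTiter-Glo luminescence.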
HT1080 IDH1KD tx: toxicity to HT-1080 IDH1 knockdown cells (counter line). hit rate 2% among 360,000. AID 686971. Potency, µM (highest dose often 46.1 µM), for the others: at the top dose activity, negative = toxicity, most hits filed as cytotoxic. HT-1080 IDH1 knockdown viability, ATP luminescence, 48 h;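 also: potency is read from the fitted curve at half-maximal effect; 0% = DMSO wells and -100% = cell-free medium wells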
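HT-1080-IDH1KD cells (IDH1 knocked down), 750/well in RPMI with 5% FBS, treated with compound 48 h at 37 degrees C. Viability by CellTiter-Glo luminescence, normalised to DMSO and no-cell wells; concentration-response curves classed.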
D3 ag: activates the human D3 dopamine receptor | D3R DiscoveRx beta-arrestin cells, luminescence, 90 min | max activation, % | hit rate 0.58% among 410,000 | AID 652048; in the data active = max activation above about 30%; also: 0% is about no effect; mostly tested at two doses, the higher about 12 µM
Target sequence (P35462 whole entry, looked up): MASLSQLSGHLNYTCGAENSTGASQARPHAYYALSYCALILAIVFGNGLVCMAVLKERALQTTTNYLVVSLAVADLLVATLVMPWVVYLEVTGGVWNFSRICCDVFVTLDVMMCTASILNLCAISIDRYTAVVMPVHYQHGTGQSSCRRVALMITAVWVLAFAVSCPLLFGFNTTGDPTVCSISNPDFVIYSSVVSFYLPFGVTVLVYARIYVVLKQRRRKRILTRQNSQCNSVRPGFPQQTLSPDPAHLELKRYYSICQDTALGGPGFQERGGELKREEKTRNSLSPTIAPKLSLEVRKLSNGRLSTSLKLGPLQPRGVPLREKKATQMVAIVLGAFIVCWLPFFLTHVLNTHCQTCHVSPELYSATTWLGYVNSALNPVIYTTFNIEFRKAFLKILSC
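Cells at 1500/well, incubated overnight, then treated with pinned compounds (dopamine as control) for 90 min at 37 degrees C. DiscoveRx reagent added for 30 - 60 minutes at room temperature; luminescence read.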
HEK293 tox: cytotoxicity in counter-screen for GLP-1R inverse agonists; hit rate 0.13% among 410,000; Potency, µM (titrated, usually from 38.3 µM), for the others: at the top dose activity change, negative = inhibition, most hits filed as inhibitors; HEK293 cAMP-luciferase reporter cells, luminescence, 24 h; AID 624418;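 also: loss of luciferase light is scored as toxicity; potency is read from the fitted curve at half-maximal effect; % is scaled to controls: 0 for no effect and ±100 for the full control effect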
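Compound-treated cells are incubated 24 hr at 37 deg C under 5% CO2 after a 12 hour attachment period, then luciferase detection reagent is added and luminescence is measured following 12 min at room temperature; lowered signal indicates toxicity.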
IL1B secr inh: inhibitors of inflammasome signaling (IL-1 beta secretion). THP-1 LPS/ATP IL-1B secretion, AlphaLISA, 16 h; stronger effect = lower value. activity change, % at 57.5 µM. hit rate 4.7% among 360,000. AID 743279; in the data active = activity change below about -50%; inconclusive = mostly about -30% to -49%; also: % is scaled to controls: 0 for no effect and ±100 for the full control effect
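THP-1 cells pretreated 1 hr with compounds (up to 57.5 uM final), then stimulated with LPS (250 ng/mL final) plus ATP (1.25 mM final); secreted IL-1B measured by AlphaLISA after 16 hr, decreased signal indicating inhibition.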
MCF10A rereplic: DNA re-replication induction in MCF 10a cells | MCF 10A DNA re-replication, Hoechst nuclear intensity, 48 h | hit rate 2.9% among 350,000 | Potency, µM (titrated, usually from 46.1 µM), for the others: at the top dose activity, positive = re-replication, most hits filed as activators; also: potency is read from the fitted curve at half-maximal effect; % of control where 0% means no effect; nearly all actives have a fitted effect of over 50% in size
SW480 rerep: inducers of DNA re-replication in SW480 colon cancer cells | SW480 DNA re-replication, Hoechst DNA content imaging, 48 h | Potency, µM (titrated, usually from 46.1 µM), for the others: top-dose re-replication activation, hits mostly activators | hit rate 1.8% among 340,000; also: potency is read from the fitted curve at half-maximal effect; % of control where 0% means no effect; nearly all actives have a fitted effect of over 55% in size
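Image-based read-out: total Hoechst fluorescence of nuclei (405 nm excitation, 500-530 nm emission), with hits raising the fraction of high-intensity nuclei. SW480 colon cells incubated 48 hr with compounds at 37 C.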
* hit, by the source's call; ? = inconclusive; . = no result given; & = joins results of further samples; [ ] = another dose, or the depositor's remark. Unless noted, calls follow the shape of the dose curve; as a rule, active = well fitted curve in the direction sought with a large enough effect; inconclusive = small, poorly fitted or top-dose-only effect, or another doubt; inactive = no such curve, though single readings can be large; an effect the other way counts as inactive or inconclusive.

SMILES | KB-V1 cytotox | KB-3-1 tox | HT1080NT lethal | HT1080 IDH1KD tx | D3 ag | HEK293 tox | IL1B secr inh | MCF10A rereplic | SW480 rerep
CCOc1ccccc1NC(C)C(=O)Nc1cc(C(F)(F)F)ccc1N1CCOCC1 (stereo not given) | 5.8µM* | ? | -3% | -24% | 4 | 5% | 11 | 11% | -32%[inhibitor]
CCOc1ccc(NC(=O)CC2C(=O)N(c3ccc(OCC)cc3)C(=S)N2C2CC2)cc1 (stereo not given) | -3% | -15% | 4% | -6% | 7 | ? | -7 | -3% | ?
N#CCCn1c(=S)[nH]c2ccccc21 | -11% | -9% | 1% | -5% | -1 | 15% | 16 | -2% | 1%
COc1ccc(C2=C(Nc3ccccc3)c3ccccc3C2=O)cc1 | -2% | -1% | -2% | -10% | 15 | 2% | 16 | 9% | -6%
Nc1c(C(=O)Nc2cccc(F)c2)sc2nc(-c3cccs3)ccc12 | 9% | 2% | . | . | -1 | 73%[activator] | . | . | .
CC(=O)N1CCc2cc(S(=O)(=O)CCC(=O)Nc3ccccc3F)ccc21 | 1% | 3% | 8% | 9% | 0 | -2% | 6 | -2% | 7%
CCc1ccc(-n2c(SCc3c(C)noc3C)nnc2-c2ccncc2)cc1 | -1% | 1% | -2% | -5% | 3 | -19% | -4 | 4% | -8%
CCOc1cc(/C=C2/C(=O)ON=C2C)ccc1OCc1ccc(F)cc1 | 22% | -8% | -3% | 7% | 2 | 1% | -24 | ? | 18µM*
Cc1cc(C(=O)Nc2ccc(C)c(S(=O)(=O)N3CCOCC3)c2)c(C)o1 | 3% | -10% | 14% | 7% | -10 | 10% | 2 | -5% | -2%
Cc1cccc(CN2CCSc3sccc3C2=O)c1 | ? | 1% | -14% | -15% | 3 | -4% | -5 | -28% | ?
CCOc1cccc(=O)c2c(C)oc(C)c12 | ? | -13% | 1% | 10% | -12 | 47% | 1 | ? | 18%
O=C(Nc1ccc2oc(-c3cccc(F)c3)nc2c1)c1ccc2ccccc2c1 | 7% | 10% | . | . | 2 | -1% | . | . | .
COc1ccc(Nc2nnc(SCC(=O)Nc3ccc4[nH]c(=O)[nH]c4c3)s2)cc1 | 1% | 0% | 0% | -6% | 5 | -3% | -3 | ? | -35%[inhibitor]
O=[N+]([O-])c1ccc(C[n+]2cc(-c3ccc(Cl)c(Cl)c3)n3c2CCCCC3)cc1 | 17% | -23% | -9% | -2% | -6 | 1% | -25 | -2% | -6%
COc1cc(C(=O)NNC(=O)C2CC2)cc(OC)c1OC | 10% | 1% | -7% | 0% | -6 | 0% | -4 | 0% | -2%
Cc1nc2ccccc2c(=O)n1N | 23% | -3% | 7% | 3% | 7 | -4% | 2 | -7% | -6%
Cc1cccc(NC(=O)COC(=O)C2COc3ccccc3O2)c1C (stereo not given) | 8% | -1% | -2% | -4% | 9 | 59%[activator] | 27 | 3% | -3%
COc1cc(Br)cc2cc(C(=O)OC3CCN(C)CC3)c(=O)oc12 | 3% | -1% | -9% | ? | 9 | -1% | -12 | 20% | -18%
Cc1ccccc1Nc1nnc(SCC(=O)NCc2ccco2)s1 | 8% | 2% | 18% | 19% | 5 | 6% | -12 | 13% | -1%
CCCn1c(N)c(N(CCOC)C(=O)c2c(CC)noc2C)c(=O)[nH]c1=O | 4% | -2% | 5% | 22% | 4 | -22% | 7 | 0% | 4%
COc1ccc(-c2cc(=O)c3c(OC)c(OC)c(OC)c(OC)c3o2)cc1OC | ? | 0% | -8% | -22% | 40* | 0% | -26 | ? | -81%&0%[inhibitor]
Cn1cnnc1SC(C(=O)Nc1ccc(F)cc1)c1ccccc1 (stereo not given) | 19% | 12% | 10% | 3% | 7 | -3% | -10 | 0% | -5%
Cc1ccc(OCCn2c(SCCO)nc3c(N)ncnc32)cc1 | 0% | -12% | -10% | -25% | 2 | 0% | 0 | -1% | ?
COc1ccc(OC)c(C(O)c2nc3ccccc3n2C)c1 (stereo not given) | -14% | 1% | 9% | 9% | 1 | -24% | 0 | 15% | -5%
CN(CC(=O)Nc1cc(S(=O)(=O)N2CCCC2)ccc1Cl)Cc1nc2ccccc2c(=O)[nH]1 | -21% | -2% | -5% | -8% | 1 | 0% | 0 | 6% | -59%[inhibitor]
COc1ccccc1CN1C(=O)c2ccccc2C1C(=O)NC1CCC(C)CC1 (stereo not given) | ? | 0% | -2% | 14% | 3 | 8% | -16 | 13% | 3%
Cc1coc2cc3oc(=O)c(CCC(=O)N4CCCCC4)c(C)c3cc12 | -21% | 15% | . | . | 5 | -6% | . | . | .
CCCNCC(=O)Nc1cccc(S(=O)(=O)NC2=NCCCCC2)c1 | 25% | -8% | -2% | 18% | -5 | -6% | -10 | 0% | 2%
Cc1sc2nc(SCCN(C)C)n(-c3ccccc3)c(=O)c2c1-c1ccc(F)cc1 | 1% | -4% | -7% | -8% | -15 | -27% | -17 | ? | 18µM*
CCOC(=O)N1CCN(c2c(N3CCc4ccccc43)c(=O)c2=O)CC1 | 5% | 9% | 2% | 8% | 10 | 1% | 26 | 0% | -4%
Cn1nc(C(=O)NNC(=O)c2ccc(Cl)c(S(N)(=O)=O)c2)c2ccccc2c1=O | -12% | -10% | 5% | 13% | 1 | 7% | 5 | 1% | 1%
CCN1CCN(c2nc3ccccc3nc2C(C#N)S(=O)(=O)c2ccc(C)cc2)CC1 (stereo not given) | -26% | ? | 1% | 22% | 2 | 19% | 16 | 4% | -4%
CCCC(=O)n1nc(-c2ccc(OC)cc2)nc1N | 22% | -5% | -1% | -1% | -2 | 1% | 16 | -3% | 14%
O=C1CC(N2CCSCC2)C(=O)N1c1cccc(Cl)c1 (stereo not given) | ? | -8% | -3% | -5% | -1 | 23% | 11 | 0.82µM* | ?
O=C(CSc1nc2ccc(Nc3nc(N4CCOCC4)nc(N4CCOCC4)n3)cc2s1)N1CCOCC1 | -53% | -2% | -4% | -2% | 1 | -13% | -13 | ? | -7%
COc1ccc(Cn2c(C(=O)O)c(CNC3CCCC3)c3ccc(C)cc32)cc1 | 0% | -14% | . | . | -14 | -2% | . | . | .
O=C(/C=C/c1ccccc1Cl)NCCc1ccc(F)cc1 | -2% | 1% | 14% | 20% | -5 | -2% | -3 | 12% | 13%
CCCCOP(=O)(c1ccc(N(C)C)cc1)C(O)c1ccc(N(C)C)cc1 (stereo not given) | 15% | 5% | -12% | -4% | -1 | -16% | -8 | -1% | -24%
O=C(COC(=O)/C=C/c1ccccc1)NC(=O)NCc1ccccc1 | 20% | ? | -9% | -2% | 5 | -26% | -19 | 19% | 0%
COc1ccc(C(=O)NCC(=O)N2CCN(c3ccccc3)CC2)cc1 | ? | 1% | 19% | 19% | -1 | 1% | -2 | 0% | -3%
COc1ccc(-n2c(C)nc3cc(C(=O)NCCN4CCOCC4)ccc32)cc1 | -20% | -17% | 4% | 23% | 5 | -17% | -2 | 1% | -8%
NS(=O)(=O)c1cccc(NC(=O)c2cc(=O)c3ccccc3o2)c1 | -7% | 20% | 8% | 12% | 6 | -9% | -6 | -2% | -3%
CCc1ccc(CNC(=O)c2ccc3c(c2)NC(=O)C(N2CCOCC2)S3)cc1 (stereo not given) | -1% | -29% | ? | -29% | -6 | 3% | -6 | 8% | -5%
COc1ccc(C(=O)NCCCOC(C)C)cc1OC1CCN(C(C)=O)CC1 | 25% | -2% | 6% | 11% | 9 | 6% | 5 | 6% | -5%[9.22 µM]
C[C@H](NC(=O)c1ccc(Br)cc1)C(=O)NCc1ccc(S(N)(=O)=O)cc1 | 25% | 14% | 5% | 10% | 1 | 0% | -15 | 1% | 7%
C/C(N)=C(\C#N)C(=O)NCc1ccccn1 | ? | 5% | 14% | 17% | 1 | 4% | 12 | 2% | -4%
COc1ccc(-c2cccc(NS(=O)(=O)c3cccs3)c2)nn1 | 12% | -2% | . | . | -22 | 2% | . | . | .
S=C(NCCc1ccccc1)Nc1c(Cl)cccc1Cl | -8% | 4% | 0% | -4% | -9 | ? | -64* | ? | 14%
COc1ccc(C(=O)c2cc([N+](=O)[O-])ccc2N2CCOCC2)cc1 | 0.52µM* | 1.8µM* | ? | 0.15µM* | -3 | -57% | 2 | ? | 0.37µM*
COc1ccc(CNC(=O)c2c(C)cc(=O)oc2C)cc1OC | 14% | 10% | 10% | 15% | 3 | -19% | 11 | -4% | -8%
CC(C)(C)c1ccc2c(c1)N(CC(=O)N1CCCC1)C(=O)CO2 | 0% | -10% | 0% | 5% | 2 | 3% | 36 | -4% | ?
O=[N+]([O-])c1cnccc1Nc1cccc(F)c1 | -3% | 9% | 6% | 4% | 5 | -15% | 0 | 0% | 1%
CCCCn1c(N)c(N(CCOC)C(=O)CCCc2nc3ccccc3c(=O)[nH]2)c(=O)[nH]c1=O | 0% | ? | -3% | -4% | 1 | -2% | 1 | 9% | 23µM*
Cc1c(S(=O)(=O)Nc2cccc(Cl)c2)c(=O)n(C)c(=O)n1C | 6% | -1% | 1% | 2% | 4 | -4% | 22 | 8% | -7%

Of the compounds above, 3 have a nitro group on carbon.
SMILES | KB-V1 cytotox | KB-3-1 tox | HT1080NT lethal | HT1080 IDH1KD tx | D3 ag | HEK293 tox | IL1B secr inh | MCF10A rereplic | SW480 rerep
O=[N+]([O-])c1ccc(C[n+]2cc(-c3ccc(Cl)c(Cl)c3)n3c2CCCCC3)cc1 | 17% | -23% | -9% | -2% | -6 | 1% | -25 | -2% | -6%
COc1ccc(C(=O)c2cc([N+](=O)[O-])ccc2N2CCOCC2)cc1 | 0.52µM* | 1.8µM* | ? | 0.15µM* | -3 | -57% | 2 | ? | 0.37µM*
O=[N+]([O-])c1cnccc1Nc1cccc(F)c1 | -3% | 9% | 6% | 4% | 5 | -15% | 0 | 0% | 1%
